PriA SSB inh = inhibitors of Klebsiella pneumoniae PriA binding to SSB C-terminal tail | AlphaScreen SSBct-PriA binding, biotinylated peptide | inhibition, % at 33 µM | 0.6% of 430,000 active | AID 1272365; in the data active = inhibition mostly above about 37%, no sharp cut-off; inactive = mostly below about 20%;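 note: plate controls were negative control peptide for no effect and reference peptide for full effect; strong numbers were not always called active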
* marks the source's active call; other numbers are inactive results; & = joins results of further samples. An excerpt; count on the stated rates, not on these rows.

The first 7 records as a preview:
| mol | PriA SSB inh |
| --- | --- |
| O=C(NC1CCN(c2nc(-c3cccnc3)cs2)CC1)c1cccc(C(F)(F)F)c1 | 13 |
| O=C(Cc1csc2nc(-c3ccc(F)cc3)cn12)NCCCN1CCOCC1 | -12 |
| Cc1ccccc1-n1nnc(C(=O)NCCCn2cccn2)c1-c1ccncc1 | -2 |
| O=c1[nH]c2nc(N3CCN(c4ccccn4)CC3)ncc2c(=O)n1Cc1ccccc1 | -8 |
| Oc1ccc(C=NNc2ccc(Cl)nn2)c(O)c1O | -21 |
| O=C(c1csc(-c2ccccc2)n1)N1CCC(n2ccnn2)C1 (stereo not given) | -3 |
| O=C(Nc1ncnc2sccc12)c1sc2ccccc2c1Cl | -3 |

Main list (from the top)
| mol | PriA SSB inh |
| --- | --- |
| O=C(NC1CCN(c2nc(-c3cccnc3)cs2)CC1)c1cccc(C(F)(F)F)c1 | 13 |
| O=C(Cc1csc2nc(-c3ccc(F)cc3)cn12)NCCCN1CCOCC1 | -12 |
| Cc1ccccc1-n1nnc(C(=O)NCCCn2cccn2)c1-c1ccncc1 | -2 |
| O=c1[nH]c2nc(N3CCN(c4ccccn4)CC3)ncc2c(=O)n1Cc1ccccc1 | -8 |
| Oc1ccc(C=NNc2ccc(Cl)nn2)c(O)c1O | -21 |
| O=C(c1csc(-c2ccccc2)n1)N1CCC(n2ccnn2)C1 (stereo not given) | -3 |
| O=C(Nc1ncnc2sccc12)c1sc2ccccc2c1Cl | -3 |
| Cc1cccc(OCCCC(=O)N2CCCCC2)c1C | -9 |
| COC(=O)NN=Cc1c(C)nn(-c2cccc(Cl)c2)c1Cl | -23 |
| Cn1c(SCC(=O)Nc2ccccc2C(F)(F)F)nc2c(-c3ccccc3)c[nH]c2c1=O | -10 |
| COc1cccc(NS(=O)(=O)c2cccc(F)c2)c1 | -7 |
| O=C(Cn1nc(-c2ccco2)c2sc(N3CCCCC3)nc2c1=O)Nc1cccc(Cl)c1 | -22 |
| Cn1nc(CN(Cc2ccco2)C(=O)c2cc(=O)c3ccccc3o2)cc1C1CC1 | -19 |
| CC(=O)Nc1ccc(S(=O)(=O)NCCCCCCNS(=O)(=O)c2ccc(NC(C)=O)cc2)cc1 | 5 |
| O=c1c(Oc2ccccc2Br)coc2c3c(ccc12)OCN(CCN1CCOCC1)C3 | -19 |
| COc1cc(C=Nn2nnnc2N)ccc1O | -9 |
| CCOC(=O)CNC(=O)CSc1nnc(-c2c[nH]c3ccccc23)n1C | -16 |
| CCn1nc(C(=O)Nc2sc3c(c2C(N)=O)CCCCC3)cc1C | -1 |
| O=C(CSc1ccc(NC(=O)c2ccccc2)nn1)NCCc1ccccc1 | -5 |
| Cc1ccc(N2C(=O)CSC2=NC(=O)Nc2ccc(Cl)cc2)cc1 | -10 |
| O=C(NN=Cc1cccc([N+](=O)[O-])c1)c1cccc(Br)c1 | -4 |
| Cc1ccc(NC(=O)c2cc3c(=O)n4ccccc4nc3s2)c(S(=O)(=O)N2CCCCC2)c1 | -22 |
| Cc1ccc(S(=O)(=O)NCCNc2cc(-n3cccc3)ncn2)c(C)c1 | -7 |
| COc1cc(OC)cc(C(=O)Nc2cc(C(=O)Nc3cccc(C)n3)ccc2N2CC3CC(C2)c2cccc(=O)n2C3)c1 (stereo not given) | 7 |
| CCOC(=O)c1c(NC(=O)c2cc(C)nn2C)sc2c1CCN(CC)C2 | 4 |
| CNC(=O)c1csc(NC(=O)Cc2ccc(F)cc2)n1 | -9 |
| O=c1[nH]c2cccnc2[nH]1 | -4 |
| Cn1cc(-c2cccs2)nc1CCNC(=O)c1cc(=O)c2ccccc2o1 | 0 |
| COc1ccc(-c2cc(N3CCN(C(=O)Cc4c(F)cccc4Cl)CC3)ncn2)cc1 | 1 |
| CCOc1ccccc1NC(=O)c1ccc(S(=O)(=O)c2ccc(Cl)cc2)nc1 | -12 |
| COC(=O)c1c(NC(=O)c2ccc(Br)s2)sc2c1CC(C)(C)NC2(C)C | -3 |
| COc1ccc(CCNC(=O)NCCN2CCC(O)CC2)cc1 | 7 |
| COc1cc(C=NN2CCN(c3ccccc3)CC2)cc(OC)c1OC(C)=O | 37 |
| CC(=NN)c1c(-c2ccccc2)c2cc(Br)ccc2[nH]c1=O | -11 |
| Cc1nc(C)c(CCNS(=O)(=O)c2ccccc2F)s1 | 5 |
| Cc1ccc(SCc2c(C(=O)NN=Cc3ccncc3)nnn2-c2nonc2N)cc1 | 0 |
| COCC(=O)N1CCCc2ccc(NS(=O)(=O)c3cccc(F)c3)cc21 | -2 |
| Cc1nn(C)c(C)c1S(=O)(=O)N1CC[C@H](S(=O)(=O)c2ccc(Cl)cc2)C1 | -11 |
| COc1ccc(C(=O)Oc2cc(C=NNS(=O)(=O)c3ccc(C)cc3)ccc2OC)cc1 | -4 |
| CCCCOc1ccc(C(=O)Nc2cnc(N3CCOCC3)nc2)cc1 | -21 |
| CS(=O)(=O)c1ccc2nc(NS(=O)(=O)c3cc(Cl)c(Cl)cc3Cl)sc2c1 | -5 |
| O=C(NCc1ccc(F)cc1)c1cc(OCc2ccccc2)no1 | -17 |
| COc1cccc(S(=O)(=O)N2CCN(C(c3ccccc3)c3ccccc3)CC2)c1 | -6 |
| CC(=O)c1cccc(N2C(=O)c3cccc([N+](=O)[O-])c3C2=O)c1 | -5 |
| CSc1ccc(C=NNC(=O)c2ccc(C)c(C)c2)cc1 | 1 |
| O=C(NCc1ccc(Cl)cc1)C(=O)NCC(c1cccc2ccccc12)N1CCCC1 (stereo not given) | 2 |
| CC(C)S(=O)(=O)c1ccc(CC(=O)N2CCC(CSCc3ccco3)CC2)cc1 | 1 |
| CCCC12CN3CCN(CC(C3)C1=NNC(=O)c1ccccc1N)C2 | -3 |

Part of the list above, set out differently:
CC(=O)c1cccc(N2C(=O)c3cccc([N+](=O)[O-])c3C2=O)c1
  PriA SSB inh: -5

CSc1ccc(C=NNC(=O)c2ccc(C)c(C)c2)cc1
  PriA SSB inh: 1

O=C(NCc1ccc(Cl)cc1)C(=O)NCC(c1cccc2ccccc12)N1CCCC1 (stereo not given)
  PriA SSB inh: 2

CC(C)S(=O)(=O)c1ccc(CC(=O)N2CCC(CSCc3ccco3)CC2)cc1
  PriA SSB inh: 1

The list continues:
| mol | PriA SSB inh |
| --- | --- |
| COc1ccc(C=NNC(=O)c2ccc(Br)cc2)cc1Cn1cc(Cl)cn1 | -7 |
| Cc1ccc(NC(=O)c2cn[nH]n2)cc1F | -3 |
| O=C(NCc1ccco1)c1csc(Nc2ccccc2)n1 | 12 |
| O=C(NN=Cc1c(F)cccc1Cl)c1ccc(Cn2cc(Br)cn2)o1 | -6 |
| COc1ccc(NS(=O)(=O)c2ccc3c(c2)CCCC3)cc1N1CCCCC1=O | -3 |
| CCc1nnc(C2CCN(C(=O)Cc3ccc(Cl)cc3)CC2)s1 | 8 |
| COc1ccc(C(=O)NC2CCC(Oc3ncccn3)CC2)cc1F (stereo not given) | 4 |
| O=C(c1ccc(Cl)s1)N1Cc2cncnc2C1 | -16 |
| CC(C)(C=NNC(=O)CSCc1ccc(Cl)cc1)CCC#N | -11 |
| O=c1ccc(-c2ccco2)n[nH]1 | 3 |
| CCSc1oc(-c2ccco2)nc1[P+](c1ccccc1)(c1ccccc1)c1ccccc1 | 1 |
| Cc1noc(-c2ccsc2NC(=O)Cn2cnc3c2c(=O)n(C)c(=O)n3C)n1 | -18 |
| Cc1cc2ncc(CCCNC(=O)c3ccc(Br)o3)cn2n1 | 1 |
| CCSc1nnc(NC(=O)CCc2ccc(C)o2)s1 | -12 |
| COc1ccccc1C=NNc1cc(C)nc(-n2nc(C)cc2C)n1 | -3 |
| CCN(CC)c1ccc(C=NNC(=O)c2c(Cl)c(C)nn2C)cc1 | -4 |
| COc1ccc(S(=O)(=O)N2CCCCC2CC(=O)Nc2ccc3c(c2)OCO3)cc1 (stereo not given) | -4 |
| COC(=O)N1CCc2ccc(NC(=O)c3cccn(C)c3=O)cc2C1 | -9 |
| O=C(Cc1cc(=O)[nH]c(SCc2ccc(F)cc2)n1)Nc1cccc(F)c1 | -7 |
| O=C(CN1C(=O)CCC1=O)Nc1ccsc1-c1nc(C2CC2)no1 | -2 |
| Cn1cccc1C(CNC(=O)NCc1cccs1)N1CCOCC1 (stereo not given) | -27 |
| COc1ccccc1N1CCN(CCNC(=O)C(=O)Nc2c(C)cc(C)cc2C)CC1 | -6 |
| CSc1ccc(C(O)CNC(=O)C(=O)Nc2ccc(OC(F)(F)F)cc2)cc1 (stereo not given) | 1 |
| CCOc1ccccc1NC(=O)C(=O)NN=Cc1ccc([N+](=O)[O-])cc1 | -7 |
| COc1ccccc1OCC#CCNC(=O)c1ccncc1 | -27 |
| O=S(=O)(NCc1cccnc1-c1cccs1)c1cccs1 | -8 |
| COc1ccc(/C=C/C(=O)c2ccc(O)cc2)cc1OC | -7 |
| CN1CCN(C(CNC(=O)C(=O)NCc2ccccc2F)c2ccc3c(c2)OCO3)CC1 (stereo not given) | 4 |
| COc1ccccc1-c1c(NC(=O)c2cccs2)n(C)c2ccccc2c1=O | -17 |
| CCCC[n+]1cc(N=C([O-])OC)on1 | -13 |
| COc1ccc(CCNc2ncnc3scc(-c4cccs4)c23)cc1OC | -8&0 |
| O=c1ccn(-c2cccc(F)c2)nc1-c1nc(-c2ccccc2OCc2ccccc2)no1 | 17 |
| O=C1NCCN1C(=O)N(Cc1ccsc1)Cc1ccco1 | -6 |
| COc1c(C)cnc2c1c(=O)n(CC(N)=O)c(=O)n2C | 0 |
| O=C(NCCc1ccoc1)c1ccccn1 | -9 |
| CC(C)NC(=O)NC1(C)CCS(=O)(=O)C1 (stereo not given) | -8 |
| Cc1nnc(C2CCN(CC(=O)NCc3ccccc3Cl)CC2)s1 | -6 |
| Cc1nc2cc(NC(=O)c3cc4cc([N+](=O)[O-])ccc4s3)ccc2n1-c1ccccc1 | 1 |
| CC12CCC(CC1=NN=C1NC(=O)/C(=C\c3ccc(Cl)cc3)S1)C2(C)C (stereo not given) | -3 |
| CCCN1CCCc2cc(CCNC(=O)c3cccs3)ccc21 | 63* |
| COc1ccc(NC(=O)Cn2cnc3c([nH]c4ccc(C)cc43)c2=O)c(C)c1 | -3 |
| Cc1cc([N+](=O)[O-])nn1Cc1ccc(C(=O)NN=Cc2ccc(O)cc2O)cc1 | 3 |
| COc1cc(-c2cc(C(=O)N/N=C/c3cccnc3)[nH]n2)ccc1OCc1ccc(C)cc1 | 2 |
| CCOCC(=O)NC[C@H](O)c1ccc(SC)cc1 | 7 |
| COc1ccccc1OCC(=O)NC[C@@](C)(O)CCSC | -5 |
| COc1ccc(C=NNC(=O)c2cc[n+]([O-])cc2)cc1 | 1 |
| O=C(Cc1cc(=O)[nH]c(SCc2ccccc2F)n1)Nc1cccnc1 | -4 |
| CS[C@H]1CCN(C(=O)c2ccccc2Cl)C1 | -14 |
| CCOc1ccc2ccccc2c1C(=O)Nc1ccc2c(c1)C(=O)N(C)CCO2 | -6 |
| Cc1ccc(S(=O)(=O)N2CCCCC2CC(=O)NCCC2=CCCCC2)cc1 (stereo not given) | -12 |
| COc1ccc(CC(=O)Nc2nnc(SCC(=O)NC3=NCCS3)s2)cc1 | 2 |
| O=S(=O)(c1ccc(F)cc1F)N1CCN(c2ccc(-c3cccnc3)nn2)CC1 | 0 |
| c1cncc(-c2csc(Nc3nc4cc5c(cc4s3)OCO5)n2)c1 | 6 |
| COc1cccc(C(=O)Nc2cc(-c3cccs3)nn2-c2nc(C)c(C)c(=O)[nH]2)c1OC | -10 |
| O=C(NCCCn1ncccc1=O)c1cc(=O)c2ccccc2o1 | -12 |
| CCCc1cnc2c(c1SCCN1CCCC1)c(=O)n(C)c(=O)n2C | -11 |
| CCc1cccc2sc(N(Cc3ccccn3)C(=O)CCS(=O)(=O)c3ccc(OC)cc3)nc12 | -3 |
| O=C(COc1ccccc1F)Nc1cnn(C[C@H]2COc3ccccc3O2)c1 | -6 |
| Cc1cc(NC(=O)c2ccno2)n(C(C)C)n1 | 4 |
| CCOc1ccc2ccccc2c1C=NNC(=O)CC1(C)OCCCO1 | 3 |

Additional results.
| mol | PriA SSB inh |
| --- | --- |
| COc1ccc2nc(N(CCn3cccn3)C(=O)c3cccs3)sc2c1 | -3 |
| COc1ccccc1N1CCN(CCNC(=O)C(=O)Nc2ccc(C(C)C)cc2)CC1 | -3 |
| CCN(CC)CCN(C(=O)c1ccc(C(C)=O)cc1)c1nc2ccc(Br)cc2s1 | -7 |
| O=C1CCc2cc(NC(=O)c3ccc(-c4ccsc4)cc3)ccc2N1 | -31 |
| O=C(Nc1cccc(-c2ccn[nH]2)c1)C1c2ccccc2Oc2ccccc21 | 0 |
| CC(C)c1ccc(NC(=O)C(=O)NCC(=O)N2CCOC(c3ccccc3)C2)cc1 (stereo not given) | -3 |
| CC(C)N=C(c1ccccc1)n1c(=S)nc(-c2ccccc2)n(C(C)C)c1=S | -12 |
| CCc1nn2c(NCC3CCCO3)cc(C)nc2c1-c1ccccc1 (stereo not given) | -18 |
| COc1ccc(-c2ccc(N3CCN(C(=O)c4cccc(F)c4)CC3)nn2)cc1 | 2 |
| O=C(Cn1cnc2c(cnn2C2CCS(=O)(=O)C2)c1=O)NCc1ccc2c(c1)OCO2 (stereo not given) | 3 |
| O=C(Cc1ccc(F)cc1)NCCN1CCN(c2ccccc2F)CC1 | -5 |
| O=C(COc1ccccc1F)NCC1(c2cccs2)CC1 | -27 |
| CSCC[C@](C)(O)CNC(=O)C(=O)Nc1ccccc1Cl | -13 |
| CNC(=O)ON=C(N)Cc1csc2ccc(Cl)cc12 | -9 |
| COc1cc(C(=O)NN)cc(OC)c1OC | -5 |
| Cc1csc(NC(=O)CSc2nnc3[nH]c(=O)cc(C)n23)n1 | -17 |
| O=C(c1ccc2nsnc2c1)N1CCC(Oc2nc3ccccc3o2)CC1 | 2 |
| O=C(CN1C(=O)CSC1=O)c1ccc(NC(=O)c2ccccc2)cc1 | -13 |
| COc1ccc(-c2csc(Nc3ccccc3)n2)cc1OC | -5 |
| CC(C)(C)c1ccc(C(=O)NC(=S)Nc2nc3c(cc4c5c(cccc53)CC4)s2)cc1 | 5 |
| COc1ccc(-c2ccc(=O)n(CCCC(=O)Nc3ccc(F)c(Cl)c3)n2)cc1OC | -20 |

High-throughput results (PubChem)
